Eya2 inh: inhibitors of human Eya2 phosphatase activity | recombinant Eya2, OMFP fluorescence dephosphorylation (OMFP is methylfluorescein phosphate) | Potency, µM (titrated, usually from 76.9 µM), without a hit: at the top dose activity, negative = inhibition, usual class: inhibitors | actives 0.006% (n = 330,000) | O00167; note: potency is the fitted concentration of half-maximal effect; % is set by controls: 0 for no effect and ±100 for the full control effect
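Eya2 (0.2 uM) preincubated 10 min at ambient with compound, then OMFP substrate added at 50 uM; 10 min reaction in 50 mM HEPES pH 7.5, 50 mM NaCl, 5 uM MgCl2, 0.05% BSA, 1 mM DTT. Fluorescence read at Ex 485/Em 525 nm.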
GALK inhibitor: galactokinase (human) inhibition. Potency, µM (top dose mostly 57.5 µM), inactives show at the top dose activity change, negative = inhibition, hits mostly inhibitors. actives 0.007% (n = 270,000). Purified GALK, Kinase-Glo residual ATP luminescence. AID 1868; note: potency is the fitted concentration of half-maximal effect; % is set by controls: 0 for no effect and ±100 for the full control effect
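Luminescence from leftover ATP (Ultra-Glo luciferase/luciferin) served as read-out after a 1 h room-temperature reaction of 5 nM GALK with 35 uM ATP and 100 uM galactose.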
S-ASM inh: blocks human secretory acid sphingomyelinase | P17405 | placental ASM, HMU-PC fluorogenic substrate, 60 min | Potency, µM (titrated, usually from 57.5 µM), inactives show top-dose activity change, negative = inhibition, most hits filed as inhibitors | actives 0.006% (n = 340,000) | AID 504937; note: potency is the fitted concentration of half-maximal effect
Target sequence (P17405 47-631 limits assumed): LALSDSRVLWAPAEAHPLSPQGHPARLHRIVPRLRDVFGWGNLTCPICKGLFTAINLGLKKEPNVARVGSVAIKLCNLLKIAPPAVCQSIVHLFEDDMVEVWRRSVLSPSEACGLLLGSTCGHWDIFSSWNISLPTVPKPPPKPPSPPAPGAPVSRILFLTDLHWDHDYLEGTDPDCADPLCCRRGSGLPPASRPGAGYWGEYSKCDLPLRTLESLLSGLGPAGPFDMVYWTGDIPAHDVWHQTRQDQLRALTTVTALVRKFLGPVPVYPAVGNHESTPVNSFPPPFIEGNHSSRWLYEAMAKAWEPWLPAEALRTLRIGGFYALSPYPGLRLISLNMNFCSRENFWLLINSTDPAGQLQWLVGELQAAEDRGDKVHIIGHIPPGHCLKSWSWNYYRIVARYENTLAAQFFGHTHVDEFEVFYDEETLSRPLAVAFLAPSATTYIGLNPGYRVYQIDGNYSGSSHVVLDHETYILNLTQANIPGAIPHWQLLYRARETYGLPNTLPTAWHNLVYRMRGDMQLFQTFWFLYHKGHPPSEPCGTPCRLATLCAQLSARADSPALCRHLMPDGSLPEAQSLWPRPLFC
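qHTS format. ASM enzyme prepared from human placenta hydrolyses the fluorogenic substrate HMU-PC0 (9 uM final) over 60 min at 37 °C after a 10 min compound preincubation.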
PKM2 activator: PKM2 (human) enzyme activation | P14618 | actives 0.34% (n = 260,000) | purified PKM2, Kinase-Glo ATP luminescence, activation; response scale: 0% is enzyme alone, no compound | Potency, µM (doses to about 57.5 µM), without a hit: top-dose activation, hits mostly activators; note: potency is the fitted concentration of half-maximal effect; % is set by controls: 0 for no effect and ±100 for the full control effect; nearly all actives have a fitted effect of over 55% in size
Target sequence (P14618 whole entry, looked up): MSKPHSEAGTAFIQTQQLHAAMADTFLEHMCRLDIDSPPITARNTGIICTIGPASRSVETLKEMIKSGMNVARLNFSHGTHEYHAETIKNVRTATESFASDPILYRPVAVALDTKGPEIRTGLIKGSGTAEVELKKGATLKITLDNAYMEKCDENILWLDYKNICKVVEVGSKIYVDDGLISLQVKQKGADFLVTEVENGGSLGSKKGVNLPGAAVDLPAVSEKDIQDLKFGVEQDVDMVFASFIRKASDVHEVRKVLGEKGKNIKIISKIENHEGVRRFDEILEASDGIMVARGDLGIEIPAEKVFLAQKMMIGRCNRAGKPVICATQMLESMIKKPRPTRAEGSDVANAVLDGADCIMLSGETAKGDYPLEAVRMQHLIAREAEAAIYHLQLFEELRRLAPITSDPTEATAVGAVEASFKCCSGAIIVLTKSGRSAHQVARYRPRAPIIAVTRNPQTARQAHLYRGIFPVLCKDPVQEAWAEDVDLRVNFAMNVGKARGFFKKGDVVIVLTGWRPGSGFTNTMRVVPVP
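hPK-M2, >95% pure; 0.1 mM ADP / 0.5 mM PEP final; imidazole pH7.2 buffer w/ 7 mM MgCl2, 50 mM KCl; 1 h RT; Kinase-Glo lum. Intermediate enzyme activity for dual inhibitor/activator qHTS.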
Mito fusion yeast: mitochondrial division inhibition or fusion activation; S. cerevisiae fusion-defective mutant growth rescue, CellTiterGlo 48 h; Potency, µM (top dose mostly 46.1 µM), for inactives: at the highest dose growth rescue (activation), usual class: activators; actives 0.23% (n = 320,000); AID 485298;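 note: potency is the fitted concentration of half-maximal effect; % of control where 0% means no effect; nearly all actives have a fitted effect of over 45% in size; temperature-sensitive fusion mutants such as fzo1-1 at 37 °C on non-fermentable ethanol glycerol medium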
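Temperature-sensitive fusion-defective S. cerevisiae (e.g. fzo1-1, mgm1-5) were grown with compound in YPEG medium (3% ethanol, 3% glycerol) for 48 hours at 37C. Growth rescue was measured as viability by CellTiterGlo luminescence after 10 minutes at ambient.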
hERG WT inh: KCNH2 (human, wildtype) channel inhibition. Q12809. U2OS, BacMam KCNH2, thallium flux FluxOr; stronger effect = lower value. activity change, % at 1.84 µM. actives 0.37% (n = 340,000). AID 720551;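 active = maximum activity change below -70%; inconclusive = maximum activity change between -70% and -50%; inactive = maximum activity change above -50%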; note: % is set by controls: 0 for no effect and ±100 for the full control effect
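U2OS cells transduced with wild-type KCNH2 virus are loaded with FluxOr dye for 45 min, and thallium flux is measured in kinetic reads before and after stimulation buffer. Rate constants are normalized to DMSO controls.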
USP2a block: blocks human ubiquitin-specific protease USP2a | O75604 | USP2 core, Ub-CHOP2 coupled fluorogenic reporter, 485/531 | Potency, µM (top dose mostly 38.3 µM), for inactives: at the highest dose activity change, negative = inhibition, usual class: inhibitors | actives 0.01% (n = 330,000) | AID 463254;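 note: potency is the fitted concentration of half-maximal effect; plate controls were DMSO wells for no effect and full inhibition by NEM control for full effect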
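USP2 core (10nM final) preincubated 30min RT with compound in 20mM Tris-HCl pH 8.0, 2mM CaCl2, 2mM beta-mercaptoethanol, 0.05% CHAPS; 25nM Ub-CHOP2 plus 25nM reporter substrate added, fluorescence (Ex485/Em531) read after 60min.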
Chronic BCR inh: blocks chronic active B-cell receptor signaling. ABC-DLBCL IkBa-CBG/CBR reporter, luminescence ratio, 4 h. Potency, µM (top dose mostly 46.1 µM), inactives show top-dose ratio change, negative = lower green/red ratio, hits mostly inhibitors. actives 0.05% (n = 340,000). AID 493014; active = well fitted inhibition curve with a large enough effect in the signal ratio, with a control signal flat, not every such curve was filed as active; inconclusive = small, poorly fitted or top-dose-only effect, or effect the other way, or a change in a side signal; the % refers to the signal ratio;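 note: potency is the fitted concentration of half-maximal effect; plate controls were basal doxycycline-induced cells for no effect and cells given 10 µM MG132 for full effect; MG132 reads +100%, hits lower the ratio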
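TMD8 ABC-DLBCL cells carrying doxycycline-inducible green luciferase fused to IkappaBalpha plus unfused red luciferase were exposed to compounds (up to 46 uM) for 4 hrs at 37C. Activity came from the overlap-corrected green/red luminescence ratio.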
TSHR antag: antagonists of human thyroid stimulating hormone receptor; P16473; TSHR-expressing cells, TSH-stimulated cAMP HTRF, 2 h; stronger effect = lower value; activity change, negative = inhibition, % at 11.5 µM; actives 0.2% (n = 330,000);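 active = activity change below a set negative limit, meaning inhibition stronger than a set level, cut at about -70% in these data; inconclusive = activity change between two set negative limits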; note: % is set by controls: 0 for no effect and ±100 for the full control effect
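Freshly harvested TSHR cells receive pin-tooled compound, then EC80 TSH at 4nM final. After 2 hours at 37 deg C, antibody in lysis buffer and cAMP-d2 are added; 30 minutes at ambient temperature precede the HTRF read.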
Menin MLL FP TR: menin-MLL binding inhibition, Texas Red mutant peptide. Menin + Texas Red MLL mutant peptide, fluorescence polarization. O00255. Potency, µM (doses to about 61.6 µM), for inactives: at the highest dose FP activity change, negative = inhibition, usual class: inhibitors. actives 0.23% (n = 270,000); active = well fitted inhibition curve with a large enough effect in the polarisation, with a control signal flat, not every such curve was filed as active; inconclusive = small, poorly fitted or top-dose-only effect, or effect the other way, or a change in a side signal; inactive = no such curve, though single readings can be large or run the other way; the % refers to the polarisation; note: potency is the fitted concentration of half-maximal effect; % of control where 0% means no effect; many of its hits are not listed in these tables
MBNL1-CUG inh: inhibitors of human MBNL1 binding to CUG repeat RNA; actives 0.036% (n = 280,000); Potency, µM (top dose mostly 57.5 µM), without a hit: at the highest dose activity change, negative = inhibition, usual class: inhibitors; TR-FRET MBNL1-His/biotin-(CUG)12 binding, 665/545 ratio; active = well fitted inhibition curve with a large enough effect in the signal ratio, with a control signal flat, not every such curve was filed as active; inconclusive = small, poorly fitted or top-dose-only effect, or effect the other way, or a change in a side signal; inactive = no such curve, though single readings can be large or run the other way; the % refers to the signal ratio; note: potency is the fitted concentration of half-maximal effect; % is set by controls: 0 for no effect and ±100 for the full control effect
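His-tagged MBNL1 binding to biotinylated (CUG)12 RNA was measured by TR-FRET using terbium anti-His antibody (0.055 ng/ul final) and streptavidin-XL665 (5 nM final). Compounds were titrated 92 nM to 58 uM; 60 min at room temperature.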
Active calls of the source: *; ? = inconclusive; / = no result given; & = joins results of further samples; [ ] = remark or other dose. Unless noted, calls come from the whole dose curve; as a rule, active = well fitted curve in the direction sought with a large enough effect; inconclusive = small, poorly fitted or top-dose-only effect, or another doubt; inactive = no such curve, though single readings can be large; an effect the other way counts as inactive or inconclusive. A portion of the library; rates above refer to the full screens.

The line under a structure holds: Eya2 inh	GALK inhibitor	S-ASM inh	PKM2 activator	Mito fusion yeast	hERG WT inh	USP2a block	Chronic BCR inh	TSHR antag	Menin MLL FP TR	MBNL1-CUG inh
CC(C)N1CCN(Cc2cc3c(cc2Cl)OCO3)CC1CCO (centres undefined)
→ 6%	3%	5%	-2%	-1%	9	-3%	?	2	/	0%
CCCCCn1c(=O)c(C(=O)NCc2ccco2)c(O)c2ccccc21
→ -4%	0%	-16%	2%	-3%	6	2%	17%	-12	1%	-9%
CCCc1cc(=O)oc2cc(OCc3ccc(C(=O)O)o3)ccc12
→ 17%	/	33%[activator]	/	6%	-7	1%	?	3	1%	-7%
CSc1ccc(C(=O)C2CCCN(Cc3cccnc3)C2)cc1 (centres undefined)
→ -4%	7%	5%	0%	1%	0	3%	-15%	-6	-11%	-9%
O=C1NC(=O)N(Cc2cccs2)C(=O)/C1=C/c1ccc(N2CCOCC2)cc1
→ 4%	-2%	-1%	10%	-9%	-11	1%	2%	13	0%	-5%
O=C1OCCC1NC1=NCCC1 (centres undefined)
→ 14%	1%	0%	1%	-4%	0	1%	8%	-1	-11%	4%
CCOP(=S)(OCC)SCC(=O)NC(C)(CC)C(=O)O (centres undefined)
→ 6%	2%	5%	-6%	-3%	-3	-5%	8%	11	-7%	-8%
COc1ccc(CN2CC=C(c3ccc(F)cc3)CC2)cc1Br
→ -6%	-7%	-2%	1%	-5%	11	-1%	0%	16	3%	-2%
CCCC(=O)Nc1cc(C(=O)N2CCC3(CC2)OCCO3)ccc1S(=O)(=O)c1ccc(C)cc1
→ 5%	-2%	-1%	0%	2%	-6	-1%	-2%	10	?	0%
CN(CC1COc2ccccc2O1)c1nc(-c2cccnc2)nc2ccccc12 (centres undefined)
→ -11%	6%	-15%	-7%	8%	9	-2%	1%	18	0%	-1%
Cc1cc(C)c2c(c1)-c1cc(C)nn1C(c1cccnc1)N2 (centres undefined)
→ -9%	2%	4%	0%	9%	9	-4%	?	6	-10%	0%
Cc1cc(C)n(-c2ccc([N+](=O)[O-])cc2)n1
→ -4%	0%	3%	0%	-10%	5	-6%	-10%	0	5%	?
Brc1ccc(C2N3CCCN23)cc1 (centres undefined)
→ 5%	0%	1%	-5%	-4%	9	0%	0%	6	-3%	4%
O=c1c2ccccc2nc(-c2ccco2)n1-c1ccccc1
→ -4%	-2%	2%	-16%	-4%	-5	-2%	?	5	-10%	2%
CCCCn1c(O)c(C(C)=NCCCN(C)C)c(=O)[nH]c1=O
→ -10%	0%	5%	0%	-2%	10	5%	0%	-14	7%	-6%
NC1=C(Br)C(=O)c2ccccc2C1=O
→ -16%	-4%	0%	-2%	-9%	-11	0%	?	28	/	/
N=C1c2ccccc2CN1CC(=O)c1ccccc1
→ -1%	0%	-1%	-14%	-3%	-3	4%	-25%	2	2%	0%
Cc1ccc(S(=O)(=O)N2CCN(C(=O)Cn3c(=O)oc4ccccc43)CC2)cc1
→ 3%	/	-1%	/	/	-18	5%	?	/	/	/
C=COCCn1c(C)c(C(=O)OCC)c2cc(O)ccc21
→ -18%	1%	1%	1%	3%	-1	2%	?	11	-2%	-2%
CCOP(=O)(OCC)C(NC(=O)C(Cl)Cl)C(Cl)(Cl)Cl (centres undefined)
→ 4%	-3%	-1%	-5%	-1%	-6	0%	?	-5	14%	4%
CCC(CC)N1CCN(Cc2nc3ccccc3c(=O)n2-c2ccc(F)cc2)CC1
→ -4%	-9%	2%	1%	0%	55	0%	-9%	6	-10%	-3%
C[N+]1(C)CCc2cc3c(cc2[C@H]1[C@@H]1OC(=O)c2c1ccc1c2OCO1)OCO3
→ 6%&3%&-20%	6%&5%	62%&43%[activator]	-2%&-13%	-10%&-1%&-4%	-6&5	0%&3%	2%&8%	-7&7&-3	-1%&10%	5%&-8%
O=C(Nc1ccccc1C(=O)O)c1cccc(N2C(=O)c3ccccc3C2=O)c1
→ -1%	0%	8%	0%	-2%	0	2%	?	-15	26%	11%
COC(=O)C1=C(c2ccc3ccccc3c2)C[C@@H]2CC[C@H]1N2C(=O)NC1Cc2ccccc2C1
→ 8%	/	-4%	/	?	1	4%	?	23	/	/
C#C[C@@]1(O)CCC2C3CCC4=C/C(=N/OCC(=O)NC(C(=O)O)C(C)O)CC[C@]4(C)C3CC[C@@]21C (some centres undefined)
→ -19%	0%	0%	/	-4%	-1	2%	?	1	11%	-3%
O=S(=O)(F)c1ccc2nc(-c3cccc(Sc4ccccc4)c3)cc(Cl)c2c1
→ 3%	3%	-1%	-3%	-3%	3	0%	9%	9	/	15%
COc1cc(C(C)=O)ccc1OC(=O)N(C)c1ccccc1
→ -2%	3%	-6%	5%	3%	9	0%	1%	-122*	-3%	-12%
O=c1[nH]c(=O)n(CC2CCCO2)c(O)c1/C=C1\C=Nc2ccccc21 (centres undefined)
→ 14%&1%	0%&0%	-2%&-6%	8%&-6%	-1%&-11%	-13&0	1%&1%	-16%&0%	3&1	12%	6%&10%
CCOP(=O)(Cc1cc(C#N)oc1C)OCC
→ 3%	/	1%	0%	-22%	12	0%	3%	3	4%	9%[11.5 µM]
CCn1nc(-c2cccs2)nc2c(=O)n(C)c(=O)nc1-2
→ ?	1.3µM*	1%	-8%	-27%	3	0%	?	-29	?	?
CC[n+]1c(SC)ccc2cc(OC)ccc21
→ 1%	-1%	275%[activator]	-7%	8%	-2	2%	-4%	3	3%	11%
CC(NC(=O)Oc1ccccc1)C(c1cccs1)N1CCOCC1 (centres undefined)
→ 3%	-3%	1%	-6%	-3%	-16	-1%	-6%	1	5%	-5%
COc1ccccc1CCNC1C2CC3CC(C2)CC1C3 (centres undefined)
→ 1%	-2%	1%	-2%	-3%	-3	1%	-10%	7	-10%	5%
COc1ccc(CCn2c(O)c(/C=N/NC(=O)c3ccncc3)c(=O)[nH]c2=O)cc1OC
→ 3%	-2%	41%[activator]	-4%	0%	6	5%	6%	1	17%	?
COc1ccc(OCC#CCN2CCNCC2)cc1
→ 4%	5%	1%	-1%	2%	-13	2%	6%	-11	-18%	-2%
O=C(COc1ccc2ccc(=O)oc2c1)N1CCC(C(=O)O)(c2ccccc2)CC1
→ 14%	/	12%	23%	1%	-2	1%	?	-1	-16%	3%
CCOC(=O)c1[nH]ncc1CN1CCCC(C(=O)c2cccc(Cl)c2)C1 (centres undefined)
→ 7%	1%	0%	3%	-1%	1	10%	-1%	2	/	5%
CN1C(=O)N(C)C(=O)C(CCc2ccncc2)(Cc2ccc3c(c2)OCO3)C1=O
→ 3%	4%	-1%	0%	2%	-1	1%	-1%	-7	-1%	-6%
O=[N+]([O-])c1ccc(C2[C@H]3C(c4ccccc4)=NC4(CCCC4)N23)cc1 (some centres undefined)
→ 4%	-1%	-4%	-1%	5%	28	3%	2%	13	-1%	6%
CC(=O)N1N=C2C3CCN(CC3)C2C1c1ccccc1 (centres undefined)
→ 6%	1%	2%	-9%	1%	-1	5%	6%	4	18%	-11%
FC(F)(F)Oc1ccc(C2NCc3ccccc3-n3cccc32)cc1 (centres undefined)
→ -13%	-2%	0%	/	-31%	-16	2%	?	6	?	1%
Cc1nc2c(c(=O)[nH]1)C(c1ccccc1Cl)c1c(c3ccccc3oc1=O)O2 (centres undefined)
→ -2%	3%	2%	1%	-2%	-4	-1%	3%	-4	/	-2%
C[C@]12CCC3C(CC[C@H]4C[C@@H](O)CC[C@]34C)C1C[C@@H](N)[C@@H]2O (some centres undefined)
→ 1%	/	-1%	/	/	-9	2%	-2%	-21	/	/
COc1ccc(OCCn2cc(/C=C(\C#N)C(=O)NCc3ccco3)c3ccccc32)cc1
→ 3%	/	72%[activator]	5%	-1%	-2	2%	-5%	0	5%	3%
CN(C)C(=O)Oc1c(Cl)cc(Cl)c2ccccc12
→ -3%	2%	-2%	-9%	-5%	7	-5%	?	2	-2%	7%
